Sm TGR block – blocks Schistosoma mansoni thioredoxin glutathione reductase. Q962Y6. purified TGR, DTNB reduction, TNB absorbance 405 nm. Potency, µM (highest dose often 114 µM), for inactives: at the highest dose activity change, negative = inhibition, hits mostly inhibitors. hit rate 3% among 360,000; note: potency is the fitted concentration of half-maximal effect; nearly all actives have a fitted effect of over 60% in size
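TGR 20 nM + NADPH 100 uM (dispensed conc.), cpd preinc 15 min RT; start with NADPH (500 uM addition) then DTNB (15 mM addition). Kinetic TNB absorbance, 405 nm filter. Four-parameter Hill fit across titration.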
AmpC no deterg – AmpC beta-lactamase inhibition without detergent | hit rate 0.52% among 330,000 | AmpC nitrocefin hydrolysis, absorbance 480 nm, 0.0001% Triton | Potency, µM (titrated, usually from 57.1 µM), inactives show top-dose activity change, negative = inhibition, usual class: inhibitors | P00811;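 note: potency is the fitted concentration of half-maximal effect; plate controls were no compound for no effect and no enzyme for full effect; nearly all actives have a fitted effect of over 20% in size; some results filed as inactive show a strong effect at the top dose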
Target sequence (P00811 whole entry, looked up): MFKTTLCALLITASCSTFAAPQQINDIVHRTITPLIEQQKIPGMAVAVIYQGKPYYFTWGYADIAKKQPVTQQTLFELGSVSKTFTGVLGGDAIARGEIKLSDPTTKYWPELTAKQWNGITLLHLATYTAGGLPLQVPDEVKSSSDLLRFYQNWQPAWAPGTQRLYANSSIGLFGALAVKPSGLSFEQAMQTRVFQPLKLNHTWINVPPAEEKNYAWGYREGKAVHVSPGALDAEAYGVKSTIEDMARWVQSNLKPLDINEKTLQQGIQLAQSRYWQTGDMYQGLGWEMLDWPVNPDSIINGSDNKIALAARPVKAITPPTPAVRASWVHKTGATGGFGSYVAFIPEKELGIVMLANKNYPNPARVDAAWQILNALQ
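AmpC (5.3 nM in the dispensed reagent) in 20 mM phosphate pH 7.0 with 0.01% (detergent screen) or 0.0001% Triton X-100 was preincubated with compounds for 15 min at room temperature. Nitrocefin was then added from an 800 uM solution, and hydrolysis was followed at 480 nm.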
HCMV antiviral – human cytomegalovirus inhibition; AID 1259415; HFF cells, HCMV-luciferase reporter, 72 h; stronger effect = lower value; hit rate 4.5% among 410,000; activity change, negative = inhibition, % at 57.5 µM; in the data active = activity change below about -60%; inconclusive = no clear call, values can overlap the other calls; inactive = above about -39%
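HFF cells seeded 16 h at 37C, treated with compounds, infected with luciferase-reporter HCMV at MOI 1 PFU/cell; luciferase read at 72 h post infection, normalized to buffer-only and Salinomycin controls.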
AMA1-RON2 inh – disrupts binding of P. falciparum AMA1 to RON2; AlphaScreen AMA1-biotinylated RON2 peptide binding; AID 720542; Potency, µM (top dose mostly 58.2 µM), inactives show top-dose activity change, negative = inhibition, hits mostly inhibitors; hit rate 0.2% among 360,000;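 note: potency is the fitted concentration of half-maximal effect; 0% = vehicle wells and -100% = peptide control; nearly all actives have a fitted effect of over 45% in size; some results filed as inactive show a strong effect at the top dose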
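AMA1 (3D7) with his tag at 25 nM final met compounds first, then biotinylated RON2 peptide at 25 nM; detection used donor plus acceptor beads, 10 µg/mL apiece, read by AlphaScreen after 30 min at room temperature.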
FBPA Giardia inh – inhibitors of Giardia lamblia fructose-1,6-bisphosphate aldolase; purified Giardia FBPA; Potency, µM (top dose mostly 59.6 µM), for inactives: at the top dose activity, negative = inhibition, usual class: inhibitors; A8B2U2; AID 2451; hit rate 0.71% among 290,000; note: potency is the fitted concentration of half-maximal effect; nearly all actives have a fitted effect of over 55% in size
Target sequence (A8B2U2 whole entry, looked up): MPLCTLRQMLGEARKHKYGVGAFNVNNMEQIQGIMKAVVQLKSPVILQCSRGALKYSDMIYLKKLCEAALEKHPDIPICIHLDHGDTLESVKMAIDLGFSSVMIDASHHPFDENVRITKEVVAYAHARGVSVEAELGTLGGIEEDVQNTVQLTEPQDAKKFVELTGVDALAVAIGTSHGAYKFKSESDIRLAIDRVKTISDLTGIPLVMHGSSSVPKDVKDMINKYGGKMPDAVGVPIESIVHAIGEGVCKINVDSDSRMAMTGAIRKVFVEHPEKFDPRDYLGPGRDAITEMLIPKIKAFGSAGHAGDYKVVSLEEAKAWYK
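Giardia FBPA (40 nM reagent) was preincubated 10 min at RT with compound (up to 57.5 uM final), then substrate plus GAPDH/TPI/NAD/arsenate coupling system with diaphorase/resazurin was added; resorufin fluorescence (525/598 nm) was read after 20 min.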
AmpC inh detg – AmpC beta-lactamase inhibition with detergent present | Potency, µM (top dose mostly 114 µM), for the others: at the highest dose activity change, negative = inhibition, most hits filed as inhibitors | P00811 | AmpC hydrolysis of nitrocefin, absorbance 480 nm, 0.01% Triton | hit rate 0.041% among 370,000;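 note: potency is the fitted concentration of half-maximal effect; 0% = no-compound wells and -100% = no-enzyme wells; nearly all actives have a fitted effect of over 25% in size; some results filed as inactive show a strong effect at the top dose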
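20 mM phosphate pH 7.0 + 0.01% (detergent screen) or 0.0001% Triton X-100; 5.3 nM AmpC reagent; cpd preinc 15 min RT; nitrocefin (800 uM stock) to start; A480 q20 s × 4 min; Activity was normalised to no-enzyme and no-compound control wells.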
* hit, by the source's call; ? = inconclusive; · = no result given; [ ] = dose if it differs, or a comment. Unless noted, calls come from the whole dose curve; as a rule, active = well fitted curve in the direction sought with a large enough effect; inconclusive = small, poorly fitted or top-dose-only effect, or another doubt; inactive = no such curve, though single readings can be large; an effect the other way counts as inactive or inconclusive. Unless noted, % is set by controls: 0 for no effect and ±100 for the full control effect. The order is random (roughly 7.8% active in at least one column).

SMILES	Sm TGR block	AmpC no deterg	HCMV antiviral	AMA1-RON2 inh	FBPA Giardia inh	AmpC inh detg
O=C(NC(=S)NCc1ccccc1)c1cccc(Cl)c1	?	-49.5%	-32.4	38.4%[activator]	-20.1%	0.3%
Cc1nc2ccccc2nc1OCc1ccc([N+](=O)[O-])cc1	11.2%	-29.5%	?	-11.4%	1.7%	-3.5%
CC(C)[C@@]1(c2ccc(Cl)cc2)ON(c2ccccc2C(F)(F)F)C1=O	1.1%	-15.2%	·	·	·	-1.2%
COC(=O)c1ccccc1N(Cc1ccccc1)S(C)(=O)=O	8.8%	0.6%	68.2	5.5%	-1.0%	?
Cc1cc(Cl)ccc1OCC(=O)N1CCCCC1	-0.6%	2.3%	6.7	17.9%	6.3%	-11.8%
CCOC(=O)N/N=C\c1ccc([N+](=O)[O-])s1	-34.9%	-14.8%	?	2.1%	-0.3%	3.9%
CC1=C(c2ccc(C)c(C)c2)S(=O)(=O)N=C1N1CCC(C(=O)NCc2ccc(C)o2)CC1	-17.7%	·	0.1	·	·	2.1%
Cc1ccc(S(=O)(=O)N(C)CC(=O)OCC(=O)NCCN2C(=O)CSC2=O)cc1	-7.7%	0.7%	0.0	0.2%	·	1.4%
CSc1cccc(NS(=O)(=O)c2cccc3nsnc23)c1	-8.1%	-40.3%	-26.6	-3.9%	-8.6%	?
COc1cccc(NC(=O)Cn2c(=O)n(Cc3nc(-c4ccccc4)no3)c(=O)c3ccccc32)c1	6.6%	·	-25.6	·	·	15.0%
c1ccc(N2CCN(c3nnc(Cc4cccnc4)c4ccccc34)CC2)nc1	5.6%	23.4%	?	14.0%	0.1%	0.4%
O=C(c1ccco1)N1CCN(c2nc3ccc(Cl)cc3s2)CC1	5.4%	·	-4.9	·	·	0.3%
CCOc1ccccc1C(=O)Nc1ccc(NC(=O)c2ccccc2)cc1	-1.3%	-20.8%	0.9	8.3%	-12.4%	3.8%
COc1ccc(/C=C/CN2CCN(CCc3ccccc3)C(CCO)C2)cc1 (centres undefined)	-15.3%	73.0%[activator]	-5.0	-1.1%	-1.2%	-1.5%
Cc1cc(N=Nc2c(O)c3ccccc3[nH]c2=O)ccc1N=Nc1ccc(C(=O)N(C)C)cc1	8.4%	-10.2%	135.1	-5.1%	-4.6%	-0.9%
Cc1ccc(S(=O)(=O)Nc2ccc3c(c2)nc(CCN2CCOCC2)n3C)cc1	1.7%	79.1%[activator]	-37.6	-1.9%	?	10.3%
COCCN(Cc1cc2c(C)cc(C)cc2nc1Cl)C(=O)c1ccccc1F	-4.9%	-21.3%	?	6.5%	-1.1%	-4.7%
Fc1cnc(Cl)nc1N1CCN(c2ccccc2)CC1	-5.6%	-9.8%	-9.4	-22.0%	5.8%	-8.0%
S=c1[nH]nc(Cc2ccccc2)n1Cc1ccco1	-11.4%	-47.0%	-109.4*	1.9%	-2.3%	-12.2%
CCCCCNC(=O)c1ccc2c(c1)ncn2-c1ccc(OC)cc1	0.9%	-9.4%	78.3	-7.2%	14.5%	-15.9%
CCCn1c(=O)sc2cc(NC(=O)COc3ccc(Cl)cc3)ccc21	-11.1%	·	-12.2	·	·	-0.7%
O=C(COc1ccc(Br)cc1)Nc1ccc([N+](=O)[O-])cn1	-26.6%	-20.5%	-31.1	-2.7%	-0.6%	-13.2%
O=C(CSc1nnc2ccccn12)NNC(=O)c1ccccc1	3.4%	-15.1%	10.8	29.4%	-4.0%	-8.4%
CCS(=O)(=O)N1CCN(c2cnn(-c3ccccc3)c(=O)c2Cl)CC1	·	2.8%	-9.7	-0.3%	-4.4%	3.4%
Cc1cccc(CNS(=O)(=O)c2ccc3[nH]c(=O)ccc3c2)c1	3.7%	·	-2.6	·	·	4.4%

Single records, as listed above.
c1ccc(N2CCN(c3nnc(Cc4cccnc4)c4ccccc34)CC2)nc1 across the screens: Sm TGR block = 5.6%; AmpC no deterg = 23.4%; HCMV antiviral = ?; AMA1-RON2 inh = 14.0%; FBPA Giardia inh = 0.1%; AmpC inh detg = 0.4%
Cc1cc(N=Nc2c(O)c3ccccc3[nH]c2=O)ccc1N=Nc1ccc(C(=O)N(C)C)cc1 across the screens: Sm TGR block = 8.4%; AmpC no deterg = -10.2%; HCMV antiviral = 135.1; AMA1-RON2 inh = -5.1%; FBPA Giardia inh = -4.6%; AmpC inh detg = -0.9%

The main list resumes, repeating the three entries before the break.
SMILES	Sm TGR block	AmpC no deterg	HCMV antiviral	AMA1-RON2 inh	FBPA Giardia inh	AmpC inh detg
O=C(CSc1nnc2ccccn12)NNC(=O)c1ccccc1	3.4%	-15.1%	10.8	29.4%	-4.0%	-8.4%
CCS(=O)(=O)N1CCN(c2cnn(-c3ccccc3)c(=O)c2Cl)CC1	·	2.8%	-9.7	-0.3%	-4.4%	3.4%
Cc1cccc(CNS(=O)(=O)c2ccc3[nH]c(=O)ccc3c2)c1	3.7%	·	-2.6	·	·	4.4%
CN(C)S(=O)(=O)c1cc(NC(=O)c2cc(=O)c3ccccc3o2)ccc1Cl	3.9%	-34.7%	-12.3	-9.4%	-1.7%	-9.4%
CCC(=O)Nc1cc(C(F)(F)F)ccc1N1CCOCC1	0.2%	-6.3%	48.9	0.0%	6.0%	-5.3%
S=c1[nH]nc(C2CCCCC2)n1/N=C/c1cccc(Cl)c1Cl	-1.4%	-37.9%	-20.3	39.9%[activator]	15.0%	-4.0%
CC1CC(C)CN(C(=S)NC2CCCCC2)C1 (centres undefined)	-3.5%	-4.6%	-27.0	-6.9%	15.1%	1.1%
COc1ccc(OC)c2nc(-c3cccnc3)ccc12	-13.6%	-1.9%	120.2	9.3%	-14.7%	?
COc1cccc2[nH]c3c(=O)n(CCN(C)C)cnc3c12	9.0%	-16.1%	-14.5	0.4%	4.2%	2.5%
CCNC(=O)COC(=O)CCNC(=O)c1cccc(C)c1	2.1%	1.8%	-28.9	3.1%	3.2%	-4.1%
CCOc1cc(N2CCOCC2)c(OCC)cc1NC(=O)COc1cccc(CC)c1	-5.7%	6.1%	-35.9	-5.3%	·	4.0%
Cc1nc2c(C)cccn2c(=O)c1NC(=O)c1ccc2c(c1)OCO2	-1.1%	-13.0%	-35.8	-6.5%	·	-5.4%
CSc1ccc(CN(C)CC(=O)Nc2ccccc2C(=O)NC2CC2)cc1	3.4%	-1.2%	0.0	12.3%	·	4.0%
COC(=O)c1ccc(CSc2nnc(CNC(=O)COc3ccc(Cl)cc3)o2)o1	-18.5%	8.2%	-12.0	0.0%	-0.2%	-8.8%
Cc1cc(C)n2cc(CSCC(=O)O)nc2n1	-17.2%	-3.4%	25.6	11.5%	?	?
CC1CCN(C(=O)CSc2nnc(Cn3c(=O)sc4ccccc43)n2C)CC1	5.9%	-11.0%	-5.8	2.5%	3.0%	1.4%
COc1ccc(-c2nc(-c3cccc(C(F)(F)F)c3)no2)cc1OC	4.8%[11.4 µM]	-42.2%	-25.4	9.6%	-1.7%	-9.3%
O=C(COC(=O)/C=C/c1ccco1)NC1CCCCC1	12.6µM*	-15.1%	-32.7	-4.9%[11.6 µM]	·	-4.9%
CCOc1ccc(CCNC(=O)c2ccc(S(=O)(=O)N3CCCC3)cc2)cc1OCC	1.1%	24.7%	10.1	-1.8%	·	-2.1%
COC(=O)COc1ccc(S(=O)(=O)NCC2CCCO2)cc1Cl (centres undefined)	8.0%	-2.1%	-10.6	-5.8%	0.4%	-0.1%
COc1cc(N)c(Br)cc1C(=O)O	4.0%	-6.0%	-30.9	12.0%	-0.5%	-5.5%
CC1CN(C(=S)NC(=O)c2cccc([N+](=O)[O-])c2)CC(C)O1 (centres undefined)	9.3%	-9.1%	57.6	2.5%	?	-2.1%
CC(=O)Oc1ccc(-c2cccc(C(=O)Oc3ccccc3)c2)cc1	-1.2%	-5.7%	25.6	-5.5%	-4.1%	1.8%
CCN(CC)Cc1nc2c(c(=O)[nH]1)C1(CCCC1)Cc1ccccc1-2	14.2%	39.1%	26.4	10.3%	-0.2%	?
O=C(COc1cc2oc(=O)c3c(c2cc1Cl)CCC3)NCC1CCC(C(=O)O)CC1 (centres undefined)	0.2%	-12.6%	-10.3	-21.0%	-15.0%	-4.8%
CC1(C(=O)Oc2ccccc2)Cc2ccccc2C(=O)O1 (centres undefined)	-2.3%	9.6%[2.29 µM]	-16.2	8.2%	-2.5%	-12.5%
Cc1ccc2c(c1)c(C)c(C)n2CC(O)CN1CCOCC1 (centres undefined)	-12.4%	121.9%[activator]	-25.4	27.0%	0.0%	0.9%
c1ccc(COc2ccc3nocc3c2)cc1	3.9%	-17.5%	40.9	6.2%	·	-0.2%
Next results
SMILES	Sm TGR block	AmpC no deterg	HCMV antiviral	AMA1-RON2 inh	FBPA Giardia inh	AmpC inh detg
Cc1ccc(C(=O)OCc2ccc3c(c2)OCO3)cc1S(=O)(=O)N1CCCCC1	2.6%	-17.2%	52.5	3.9%	0.4%	-9.3%
CC(C)c1ccc(NC(=O)COc2ccc(S(=O)(=O)N3CCOCC3)cc2)cc1	5.8%	18.6%	-9.8	-7.8%	0.7%	1.5%
O=C(O)CC1(CC(=O)Nc2ccc3sccc3c2)CCCCC1	1.0%	-20.0%	9.9	7.7%	5.3%	-8.9%
COc1cccc(OCCCN2CCCCC2)c1	-2.0%	-10.5%	-6.0	3.5%	-0.7%	?
CCN(CC)CCN(C)C(=O)CCc1nnc(-c2ccc(C)s2)o1	11.7%	0.0%	9.2	1.3%	3.4%	5.4%
O=C(NCCN1CCCCC1)Nc1ccc(Br)cc1	0.5%	-11.8%	6.6	-7.9%	7.9%	-7.1%
c1ccc(Oc2ncnc3oc(-c4ccccc4)cc23)cc1	2.2%	-12.3%	23.5	8.4%	4.3%	-2.4%
Cc1onc(-c2c(Cl)cccc2Cl)c1C(=O)N1CCOCC1	10.4%	-3.3%	-9.5	-5.2%	5.7%	-8.2%
COC(=O)C1=C(c2ccccc2OCc2ccccc2)C[C@@H]2CC[C@H]1N2C(=O)NCc1ccc(OC)c(OC)c1	1.0%	123.8%[activator]	-27.5	-12.0%	·	4.1%
CC(C)COc1cccc(C(=O)N(CC(=O)Nc2ccccc2C(F)(F)F)Cc2ccco2)c1	1.7%	35.6%	10.8	-2.3%	·	7.3%
CCN(C(=O)CSc1nncn1-c1ccccc1)C1CCS(=O)(=O)C1 (centres undefined)	1.8%	-22.4%	-7.2	37.4%[activator]	·	?

Screening data: PubChem, National Center for Advancing Translational Sciences (NCATS)
